# GPT2 inhibitor: blocks human glutamate pyruvate transaminase 2. Q8TD30. hit rate 0.25% among 100,000. Recombinant GPT2, coupled pyruvate oxidase/HRP Amplex Red fluorescence. Potency, µM (top dose mostly 57.7 µM), for the others: top-dose activity change, negative = inhibition, usual class: inhibitors; also: potency is read from the fitted curve at half-maximal effect; nearly all actives have a fitted effect of over 60% in size; many of its hits are not listed in these tables
# Target sequence (Q8TD30 whole entry, looked up): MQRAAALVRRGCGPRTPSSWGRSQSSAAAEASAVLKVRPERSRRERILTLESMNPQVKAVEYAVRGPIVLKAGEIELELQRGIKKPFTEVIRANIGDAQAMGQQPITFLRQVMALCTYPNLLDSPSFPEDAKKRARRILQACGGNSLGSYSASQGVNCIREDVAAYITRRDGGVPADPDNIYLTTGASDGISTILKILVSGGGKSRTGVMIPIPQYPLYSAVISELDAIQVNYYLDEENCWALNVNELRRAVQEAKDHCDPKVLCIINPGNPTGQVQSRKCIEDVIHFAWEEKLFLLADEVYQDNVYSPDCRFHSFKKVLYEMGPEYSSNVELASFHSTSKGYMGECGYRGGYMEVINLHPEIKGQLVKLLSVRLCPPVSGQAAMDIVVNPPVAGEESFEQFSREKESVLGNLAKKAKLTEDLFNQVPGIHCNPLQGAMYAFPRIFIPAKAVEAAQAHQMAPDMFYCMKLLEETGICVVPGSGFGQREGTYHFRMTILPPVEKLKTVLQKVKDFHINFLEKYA
#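 Fluorescence of coupled pyruvate oxidase/HRP/Amplex Red system (50uM Amplex, 30 min, dark) reports pyruvate formed by GPT2. Enzyme reaction: 10ng/uL GPT2, 2mM L-alanine, 250uM a-KG, 30 min room temperature, pH 7.5; 50uM AOA control.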
# HEK293 viab: cell viability loss counter-screen. HEK-293-SNCA-luc viability, GF-AFC fluorescence, 24 h. Potency, µM (doses to about 57.1 µM), for inactives: top-dose activity change, negative = cytotoxicity, actives largely listed as cytotoxic. AID 1671193. hit rate 0.12% among 150,000;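 also: potency is read from the fitted curve at half-maximal effect; 0% = DMSO-treated cells and -100% = medium-only wells without cells; nearly all actives have a fitted effect of over 30% in size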
#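 Cytotoxicity counterscreen: after 24 h compound treatment of genome-edited SNCA-luciferase HEK-293 cells, live-cell protease substrate GF-AFC read by fluorescence after 30 min; activity scaled between DMSO (0%) and medium-only (-100%), curves Hill-fitted.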
# SNCA expr inhib: SNCA gene expression inhibition. HEK-293 SNCA-luciferase knock-in, luminescence, 24 h. Potency, µM (doses to about 57.2 µM), for inactives: at the highest dose activity change, negative = inhibition, most hits filed as inhibitors. hit rate 0.17% among 140,000. AID 1671194;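 also: potency is read from the fitted curve at half-maximal effect; plate controls were DMSO cells for no effect and cell-free wells for full effect; nearly all actives have a fitted effect of over 45% in size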
# NIH3T3 tox: cytotoxic compounds in NIH 3T3 cells; NIH 3T3 viability, CellTiter-Glo ATP luminescence, 48-72 h; Potency, µM (highest dose often 96.7 µM), for the others: top-dose activity change, negative = cytotoxicity, actives largely listed as inhibitors; hit rate 4.3% among 94,000; also: potency is read from the fitted curve at half-maximal effect; nearly all actives have a fitted effect of over 55% in size
#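 First NIH 3T3 cells are plated at 400 cells/well; next compound is pinned in; then plates incubate 48 or 72 hr at 37 °C; finally CellTiter-Glo is added and luminescence read after 10 min.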
# FLuc inh: inhibitors of firefly (Photinus pyralis) luciferase; P08659; purified P. pyralis luciferase, luminescence, biochemical; Potency, µM (titrated, usually from 115 µM), for the others: top-dose activity change, negative = inhibition, most hits filed as inhibitors; hit rate 2.5% among 76,000; AID 1347043; also: potency is read from the fitted curve at half-maximal effect; nearly all actives have a fitted effect of over 65% in size
# Target sequence (P08659 whole entry, looked up): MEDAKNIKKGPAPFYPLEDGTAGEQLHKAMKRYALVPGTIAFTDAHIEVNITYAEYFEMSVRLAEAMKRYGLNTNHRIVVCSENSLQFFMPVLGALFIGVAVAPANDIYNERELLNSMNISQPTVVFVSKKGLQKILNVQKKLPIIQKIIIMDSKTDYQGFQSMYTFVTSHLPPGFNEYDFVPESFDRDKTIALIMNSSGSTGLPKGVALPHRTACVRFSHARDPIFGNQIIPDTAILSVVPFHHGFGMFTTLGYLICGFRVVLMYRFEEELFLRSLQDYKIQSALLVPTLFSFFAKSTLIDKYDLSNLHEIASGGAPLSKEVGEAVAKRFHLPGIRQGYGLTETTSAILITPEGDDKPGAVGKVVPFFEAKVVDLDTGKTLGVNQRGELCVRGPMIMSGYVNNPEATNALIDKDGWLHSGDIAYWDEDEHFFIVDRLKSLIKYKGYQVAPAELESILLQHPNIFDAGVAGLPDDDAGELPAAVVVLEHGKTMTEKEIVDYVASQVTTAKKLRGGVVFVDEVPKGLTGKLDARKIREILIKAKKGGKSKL
#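 Cell-free enzyme assay, 10nM P. pyralis luciferase, luciferin and ATP each at 10uM. Inhibition profiled over a 6-point titration, read as luminescence.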
# HEK293 tox: kills HEK 293 cells; hit rate 6.6% among 94,000; Potency, µM (highest dose often 115 µM), for the others: at the top dose activity change, negative = cytotoxicity, usual class: inhibitors; HEK 293 viability, ATP luminescence (CellTiter-Glo), 48-72 h; also: potency is read from the fitted curve at half-maximal effect; nearly all actives have a fitted effect of over 60% in size
#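 CellTiter-Glo luminescence (cellular ATP) was read after 48 or 72 hr of compound exposure at 37 degree Celsius. Cells were HEK 293 plated at 250 cells/well.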
# IP6K1 inh: inhibitors of human IP6K1 | Q92551 | IP6K1 kinase, ADP-Glo luminescence, 2 h; stronger effect = lower value | activity change, % (series mostly up to about 58 µM) | hit rate 0.81% among 140,000; in the data active = activity change below about -25%
#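 ADP-Glo luminescence measures ADP made by human IP6K1 during a 2 h RT reaction with ATP/IP6 (mix at 1.3 mM/130 uM); top library doses 57.5 and 19.1 uM final.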
# An asterisk follows results filed as active; i = inactive; u = inconclusive; x = not tested or not shown; & = joins results of further samples; [ ] = another dose, or the depositor's remark. Unless noted, calls follow the shape of the dose curve; as a rule, active = well fitted curve in the direction sought with a large enough effect; inconclusive = small, poorly fitted or top-dose-only effect, or another doubt; inactive = no such curve, though single readings can be large; an effect the other way counts as inactive or inconclusive. Unless noted, % is scaled to controls: 0 for no effect and ±100 for the full control effect. A portion of the library, so the mix of outcomes need not match the whole.
SMILES,GPT2 inhibitor,HEK293 viab,SNCA expr inhib,NIH3T3 tox,FLuc inh,HEK293 tox,IP6K1 inh
COc1ccc(C(=O)N[C@H]2C[C@H]3C(=O)Nc4ccc(-c5cccs5)cc4C(=O)N3C2)cc1,4%,u,-28%,-22%,-2%,u,-1
Cc1nc2c(c(C)nn2C(C)(C)C)c(C)c1CCC(=O)Nc1ccc(Br)cc1Br,x,-3%,34%[activator],x,x,x,11
Cc1ccc(C(=O)COC(=O)CCC(=O)Nc2ccc(Oc3cc(C)ccc3C(C)C)cc2)cc1,x,5%,25%,x,x,x,-4
N[C@H]1C(O)O[C@H](CO)[C@@H](O)[C@@H]1O (stereo partly specified),2%,4%[23.9 µM],-21%[25.6 µM],x,x,x,-2
CCOc1ccc2oc(=O)cc(CN3CCN(Cc4ccc(F)cc4)CC3)c2c1,x,13%,-2%,x,x,x,-11
Cc1nc2cnccn2c1C(=O)NC1CCCCCC1,x,x,x,-18%[138 µM],x,1%[172 µM],3
Cc1ccccc1CCNC(=O)c1cc2cc(S(=O)(=O)N3CCCCC3)ccc2n1C,x,7%,11%,x,x,x,-1
CCc1ccc(-c2ccc3nnc(SCC(=O)Nc4cccc(C(C)=O)c4)n3n2)cc1,x,-6%,7%,x,x,x,-16
COc1cc(CNC(=O)CCC2CCN(S(=O)(=O)c3ccccc3)CC2)cc(OC)c1,i,-3%,9%,-31%,8%,u,13
CC(C)CCN1CCC(N2CCN(C(=O)c3cccc(Br)c3)CC2)C1=O (stereo unspecified),-12%,5%,-2%,-8%,-3%,-4%,7
COc1ccc(CN[C@H]2[C@H](O)[C@@H](N(C)CCc3ccccn3)[C@@H]3OC[C@H]2O3)cc1,i,7%[87.6 µM],2%[87.6 µM],-28%[174 µM],-6%[172 µM],-8%[172 µM],4
CCOc1ccccc1NC(=O)Cn1c(=O)oc2cc(S(=O)(=O)NCc3ccccc3)ccc21,x,0%,-26%,x,x,x,-10

# Random excerpt: 2 compounds from above, in no set order.
SMILES,GPT2 inhibitor,HEK293 viab,SNCA expr inhib,NIH3T3 tox,FLuc inh,HEK293 tox,IP6K1 inh
Cc1nc2cnccn2c1C(=O)NC1CCCCCC1,x,x,x,-18%[138 µM],x,1%[172 µM],3
CCOc1ccc2oc(=O)cc(CN3CCN(Cc4ccc(F)cc4)CC3)c2c1,x,13%,-2%,x,x,x,-11

# The list continues.
SMILES,GPT2 inhibitor,HEK293 viab,SNCA expr inhib,NIH3T3 tox,FLuc inh,HEK293 tox,IP6K1 inh
O=C(c1n[nH]c2ccccc12)N1CCC2(CC1)CC(N1CCOCC1)CCO2 (stereo unspecified),i,-5%,26%,3%,8%,-28%,2
COc1ccccc1-n1c(=O)c(C(=O)N2CCN([S+](C)(=O)[O-])CC2)nc2cccnc21,i,5%,6%,-12%,x,-2%,14
COCc1cc(C[C@@H]2C[C@H](NC3CCOCC3)C2(C)C)no1,0%[88.5 µM],10%[87.6 µM],-21%[87.6 µM],3%[174 µM],0%[172 µM],-5%[172 µM],-9
COc1ccc(N(Cc2cccs2)C(=O)c2ccc(OC)c(Cl)c2)cc1,x,5%,8%,x,x,x,-8
O=C(NCC(F)(F)F)c1cn2cc(-c3ccccc3)sc2n1,i,2%[87.6 µM],169%[activator][87.6 µM],89µM*,x,u,-8
CCOC(=O)C1CC1CN1CCCC12Cc1ccccc1CNC2=O (stereo unspecified),-8%,-11%,u,-10%,x,-17%,-14
COC[C@@H]1CN(C(=O)Cn2nc(C)cc2C)C[C@H]1c1nc(C2CC2)no1,i,4%,-3%,4%,-13%,-2%,-8
CCOc1ccc(-c2cc3nc(C4CCN(C(=O)OC(C)(C)C)CC4)c(C(=O)Nc4ccc(C)cc4Cl)cn3n2)cc1,x,4%,4%,x,x,x,43
O=C(c1ccc(C(F)(F)F)cc1)N1CCC2(C1)C(=O)N(c1ccccc1)c1ccccc12 (stereo unspecified),4%,-11%,-26%,u,x,u,-12
CC(C(=O)N1CCC2(CC1)N(Cc1ccccc1)C(=O)CS2(=O)=O)c1ccccc1 (stereo unspecified),-9%,6%,21%,u,x,2%,10
Oc1ccc(CNc2ccccc2F)c2cccnc12,-1%,-27%,x,x,x,x,13
Cc1cccc(CC(=O)N2CCC3(CC2)CC(O)CCO3)c1 (stereo unspecified),i,4%,6%,-4%,3%,-22%,6
COc1ccccc1-c1nc(SCC(=O)c2ccccc2)n[nH]1,x,-4%,78%[activator],x,x,x,-19
O=C(NC1CCCN(c2cc(-c3ccccc3)[nH]n2)C1)c1ccccc1 (stereo unspecified),u,-14%,101%[activator],u,u,u,27
C[S+](=O)([O-])N1CCC2(CCN(Cc3cccs3)c3ccccc3O2)CC1,i,u,17%,-17%,-9%,u,11
COc1cccc([S+](=O)([O-])N2CCCC3(C2)C(=NC2CCCC2)NC(=O)N3c2cc(F)cc(F)c2)c1 (stereo unspecified),i,-13%&-15%,-4%&-19%,u,-5%,u,5&3
Cc1nc(-c2ccc(C)c(S(=O)(=O)N3CCC(C(=O)Nc4ccc(Cl)cc4)CC3)c2)no1,x,-1%,u,x,x,x,-26*
CCOc1cc(=O)n2c(c1C(=O)NCCCN1CCCc3ccccc31)CCCCC2,u,10%,-17%,i,6%,-3%,0
CCCN(C)c1nccnc1OC1CCN(C(=O)C2CCC2)C1 (stereo unspecified),3%,4%,101%[activator],u,u,u,13
NC(=O)CCNC(=O)C1=C[C@@H](NC(=O)Nc2cccc(F)c2)[C@@H](O)[C@H](O)C1,-18%[88.5 µM],11%[87.6 µM],16%[87.6 µM],-11%[174 µM],-1%[172 µM],-5%[172 µM],10
COCCC1(NC(=O)C2CCOCC2)CCN(C(=O)C2COc3ccccc3O2)CC1 (stereo unspecified),-14%,3%,5%,-6%,-11%,-3%,-7
COc1ccc(/C(C)=C/C(=O)O)c(OC)c1,i,34%[23.9 µM],-56%[25.6 µM],x,x,x,5
O=C1CCN(C(=O)Cc2ccccc2)CCCC(CO)CCN1 (stereo unspecified),i,4%,u,-3%,5%,i,3
CCNC(=O)[C@@H]1C[C@H](N)CN1C(=O)c1c(C)nc2sccn12,-4%,-9%,-3%,2%,0%,-5%,-6
Cc1cccc(N2CCN(C(c3ccc(F)cc3)c3nnc(-c4ccccc4)o3)CC2)c1C (stereo unspecified),x,1%,110%[activator],x,x,x,-9
COCC(=O)N[C@@H]1CN(Cc2ccncc2)C[C@H]1CO,i,-7%,6%,-17%,-14%,-11%,-9
CCN(CC)S(=O)(=O)c1ccc2c(c1)N(CC(=O)Nc1ccc(Cl)cc1)C(=O)C1CCCN21 (stereo unspecified),x,-5%,u,x,x,x,-2
CCN(c1ccc(OC)cc1)S(=O)(=O)c1ccc2[nH]c3c(c2c1)CCCCC3,x,-3%,u,x,x,x,4
CCc1ccccc1NC(=O)Cc1c(C(=O)O)[nH]c2ccc(Cl)cc12,x,6%,2%,x,x,x,7
Cc1cccc(CNC(=O)c2c(C)noc2-c2ccc(C(C)(C)C)cc2)c1,u,2%,-1%,-29%,-7%,u,-12
Cc1cccc(-c2cccc(CN3CCC(N[S+](=O)([O-])c4ccccc4)CC3)c2)c1,-2%,u,u,25µM*,x,28µM*,-7
COc1ccc(OC)c(CN2CCc3ncc(C(=O)Nc4ccccc4)n3CC2)c1,0%[88.5 µM],-10%[87.6 µM],-8%[87.6 µM],u,-15%[172 µM],112µM*,-12
Cc1nc(-c2c3n(c(=O)n(Cc4ccc(OC(F)(F)F)cc4)c2=O)CCCC3)no1,-7%,-1%,-15%,u,0%,u,0
O=C(c1ccccc1F)N1CCc2nc(C3CC3)nc(-c3ccc(O)cc3)c2CC1,i,-18%,-10%,-13%,-5%,u,0
CCCOc1ccc(Nc2cc(C)nc(C)n2)cc1,x,2%,115%[activator],x,x,x,-13
COCC1CN(C(C)=O)CC12CCN(S(=O)(=O)c1cn(C)cn1)CC2 (stereo unspecified),0%,u,9%,-23%,0%,-1%,24
Cc1ccc(C(=O)Nc2cccc(C(F)(F)F)c2)cc1Nc1nc(-c2cccnc2)nc2c1cnn2C,u,-22%,-21%,x,x,x,x
CN1c2cc(C(=O)NCc3cccc(Cl)c3)ccc2C(=O)N2CCCC21 (stereo unspecified),2%,u,13%,-14%,-1%,-19%,19
Cc1nc2cnccn2c1C(=O)NCc1ccc(Cl)cc1,x,x,x,-14%[138 µM],x,u,5
Cc1ccc(NC(=O)N2Cc3[nH]cnc3C[C@H]2c2nc(C(C)C)no2)cc1,i,-1%[87.6 µM],21%[87.6 µM],-13%[174 µM],u,4%[172 µM],-3

# Molecules listed so far that contain an aryl methoxy group (10):
SMILES,GPT2 inhibitor,HEK293 viab,SNCA expr inhib,NIH3T3 tox,FLuc inh,HEK293 tox,IP6K1 inh
COc1ccc(C(=O)N[C@H]2C[C@H]3C(=O)Nc4ccc(-c5cccs5)cc4C(=O)N3C2)cc1,4%,u,-28%,-22%,-2%,u,-1
COc1cc(CNC(=O)CCC2CCN(S(=O)(=O)c3ccccc3)CC2)cc(OC)c1,i,-3%,9%,-31%,8%,u,13
COc1ccc(CN[C@H]2[C@H](O)[C@@H](N(C)CCc3ccccn3)[C@@H]3OC[C@H]2O3)cc1,i,7%[87.6 µM],2%[87.6 µM],-28%[174 µM],-6%[172 µM],-8%[172 µM],4
COc1ccccc1-n1c(=O)c(C(=O)N2CCN([S+](C)(=O)[O-])CC2)nc2cccnc21,i,5%,6%,-12%,x,-2%,14
COc1ccc(N(Cc2cccs2)C(=O)c2ccc(OC)c(Cl)c2)cc1,x,5%,8%,x,x,x,-8
COc1ccccc1-c1nc(SCC(=O)c2ccccc2)n[nH]1,x,-4%,78%[activator],x,x,x,-19
COc1cccc([S+](=O)([O-])N2CCCC3(C2)C(=NC2CCCC2)NC(=O)N3c2cc(F)cc(F)c2)c1 (stereo unspecified),i,-13%&-15%,-4%&-19%,u,-5%,u,5&3
COc1ccc(/C(C)=C/C(=O)O)c(OC)c1,i,34%[23.9 µM],-56%[25.6 µM],x,x,x,5
CCN(c1ccc(OC)cc1)S(=O)(=O)c1ccc2[nH]c3c(c2c1)CCCCC3,x,-3%,u,x,x,x,4
COc1ccc(OC)c(CN2CCc3ncc(C(=O)Nc4ccccc4)n3CC2)c1,0%[88.5 µM],-10%[87.6 µM],-8%[87.6 µM],u,-15%[172 µM],112µM*,-12
